From PubChem
N370S GC mod: inhibits or activates N370S mutant glucocerebrosidase; N370S GC spleen homogenate, 4MU-glucoside fluorescence; Potency, µM (titrated, usually from 59.4 µM), for the others: top-dose activity change, negative = inhibition, actives largely listed as inhibitors; 330,000 compounds, 0.092% hits; P04062;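 note: 0% = full enzyme activity and -100% = no enzyme basal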
GCN5L2 inh: GCN5L2 (KAT2A) acetyltransferase inhibition; Q92830; GCN5L2 HAT assay, ThioGlo1 CoA-SH fluorescence; Potency, µM (doses to about 58.9 µM), inactives show at the highest dose activity change, negative = inhibition, most hits filed as inhibitors; 390,000 compounds, 0.21% hits; AID 504327
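Preincubate 20nM GCN5L2 with compound 15 min, RT → add 50uM ThioGlo1 + 75uM H3(1-25) + 70uM acetyl-CoA → read fluorescence 0 and 20 min. Primary qHTS; fluorescent artifacts likely.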
FEN1 inhibitor: human FEN1 inhibition | P39748 | Recombinant FEN1 flap cleavage, fluorescence, 15 min | Potency, µM (titrated, usually from 114 µM), without a hit: at the top dose activity change, negative = inhibition, most hits filed as inhibitors | 390,000 compounds, 0.35% hits; note: nearly all actives have a fitted effect of over 65% in size
Target sequence (P39748 whole entry, looked up): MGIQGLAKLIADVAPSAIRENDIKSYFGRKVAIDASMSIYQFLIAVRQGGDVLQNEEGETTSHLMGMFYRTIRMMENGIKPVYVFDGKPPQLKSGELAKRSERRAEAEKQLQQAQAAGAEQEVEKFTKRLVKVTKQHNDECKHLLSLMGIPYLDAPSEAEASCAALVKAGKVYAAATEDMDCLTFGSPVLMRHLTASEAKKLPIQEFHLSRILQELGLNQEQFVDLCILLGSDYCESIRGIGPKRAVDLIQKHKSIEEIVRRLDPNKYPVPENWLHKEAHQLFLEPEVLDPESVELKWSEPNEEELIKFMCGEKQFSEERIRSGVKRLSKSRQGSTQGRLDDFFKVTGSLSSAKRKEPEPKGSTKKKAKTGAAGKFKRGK
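With each library titrated from low to high concentration, compounds met 10 nM FEN1 for 15 min at room temperature before 50 nM substrate was added; readings at 0 and 15 min fed four-parameter Hill curve fits.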
Numbers without * were called inactive; ? = inconclusive; · = not tested or not shown; & = joins results of further samples; [ ] = dose if it differs, or a comment. Calls come from the whole dose curve; as a rule, active = well fitted curve in the direction sought with a large enough effect; inconclusive = small, poorly fitted or top-dose-only effect, or another doubt; inactive = no such curve, though single readings can be large; an effect the other way counts as inactive or inconclusive. Unless noted, % is set by controls: 0 for no effect and ±100 for the full control effect; potency is the fitted concentration of half-maximal effect. An excerpt, so the mix of outcomes need not match the whole.

| N370S GC mod | GCN5L2 inh | FEN1 inhibitor | structure |
| --- | --- | --- | --- |
| 1% | -4% | 3% | COc1cccc(CN2C(=O)C(C)N(C(=O)c3ccccc3)c3ccccc32)c1 (stereo not drawn) |
| · | -20% | -3% | Cc1ccc(NC(=O)c2ccco2)c(OCc2cc(=O)n3cc(C)sc3n2)c1 |
| · | 1% | 1% | COc1ccc(S(=O)(=O)N2CCCCCC2)cc1NC(=O)CN1C(=O)CNC1=O |
| -2% | 1% | -6% | CCOC(=O)CNC(=O)CN1CCC(c2nc3ccccc3[nH]2)CC1 |
| -5% | -4% | 0% | O=C(COC(=O)c1n[nH]c(=O)c2ccccc12)Nc1ccccc1 |
| 7% | 33%[activator] | -3% | Cc1ccc(C(=O)NCCc2sc(C)nc2C)cc1 |
| 0% | -1% | 16% | COc1ccc(C2CC(c3ccccc3)=NN2C(=O)COC(=O)c2nc3nccc(C)n3n2)cc1 (stereo not drawn) |
| · | 2% | ? | CC(=O)N1CCc2nc3sc(C(=O)c4ccc(F)cc4)c(N)c3c(C(F)(F)F)c2C1 |
| 6% | -2% | -18% | O=C(COC(=O)c1ccc([N+](=O)[O-])cc1)NC1CCCC1 |
| -9% | -15% | 0% | O=C(CN(C(=O)c1nsc(Cl)c1Cl)c1cccc(F)c1)NC1CCCC1 |
| 11% | -1% | · | Nc1cc(C(F)(F)F)ccc1C(=O)O |
| · | -8% | -5% | Cc1ccc(-c2nnc3c4ccccc4c(C)nn23)cc1NC(=O)c1ccccc1Cl |
| 0% | -1% | -9% | COc1cc(/C=N\NC(=O)CN2CCOCC2)ccc1OCC(=O)Nc1ccc(C)c(C)c1 |
| · | 1% | 15% | Cc1noc(C)c1S(=O)(=O)Nc1ccc2c(c1)C(=O)N([C@H](C)CO)C[C@H](C)[C@@H](CN(C)C(=O)NC1CCCCC1)O2 |
| -20% | -3% | -1% | COc1ccc(/C=N/Nc2nc(-c3ccc(Cl)cc3)cc(C(F)(F)F)n2)c(OC)c1 |
| · | -2% | 19% | Cc1ccc(N2CC(NC(=O)c3ccccc3Br)CC2=O)cc1 (stereo not drawn) |
| -9% | -9%&-8% | 1%&-7% | CCOC(=O)c1oc2ccc(S(=O)(=O)n3nc(-c4cc(OC)c(OC)c(OC)c4)cc3N)cc2c1C |
| · | -19% | -4% | O=C1CN(C(=O)COc2ccc(Cl)cc2Cl)C(c2ccc(F)cc2)c2cc(F)ccc2N1 (stereo not drawn) |
| 13% | -4% | -8% | CC(C)(C)c1ccc(S(=O)(=O)N2CCCCC2C(=O)NCc2ccccn2)cc1 (stereo not drawn) |
| 5% | 2% | -1% | COc1ccc2c(c1)[nH]c1c(Cl)ncnc12 |
| 0% | -8% | 1% | CCC1CCCCN1C(=S)Nc1cccc(S(=O)(=O)N(C)C)c1 (stereo not drawn) |
| -8% | -1% | · | Cc1ccc(Nc2nc(-c3sc(NC(=O)c4ccc([N+](=O)[O-])cc4)nc3C)cs2)cc1 |
| -1% | -11% | 0% | FC(F)(F)COc1nc(N/N=C/c2cccnc2)nc(N2CCCCC2c2ccccn2)n1 (stereo not drawn) |
| · | -1% | -8% | COc1ccc(CNC(=O)Cn2ncn3nc(-c4cccs4)cc3c2=O)cc1 |
| -1% | 0% | 9% | COc1ccc(C)cc1S(=O)(=O)N(C)CC(=O)N1CCN(C)CC1 |
| 11% | -5% | -1% | Cn1cccc1/C=N/N1CCN(c2ccccn2)CC1 |
| · | -21% | -11% | Cc1ccc(CNC(=O)c2c(-c3ccc(F)cc3F)noc2C)o1 |
| · | -8% | -16% | Fc1ccc(C(NCCc2ccc(Cl)cc2)c2nnc(-c3ccccc3Cl)o2)cc1 (stereo not drawn) |
| 6% | 17% | -1% | O=C(CCSc1ccc(Cl)cc1)N1CCCCCC1 |
| 3% | -12% | 13% | S=C(c1ccc(Br)cc1)N1CCN(Cc2ccccc2)CC1 |
| 8% | 27% | -3% | CSCc1cc(N(C)c2ccccc2)nc(-c2ccccn2)n1 |
| 7% | -2% | -1% | FC(F)(F)c1cccc(NC(=S)NCc2ccccn2)c1 |
| 1%&12% | 3% | -10% | CCC1=C2CC[C@H]3C(=O)N(CC(=O)OC)C(=O)[C@H]3[C@H]2[C@@]2(C)C(=NCC(=O)OC)OC(=O)N2C1=O |
| 10% | 1% | 2% | CCc1ccc(NC(=O)CN(c2ccc3c(c2)OCO3)S(=O)(=O)c2c(C)noc2C)cc1 |
| -24% | -4% | 0% | CCCC(=O)Nn1cnc2c(c1=O)C1(CCCCC1)Cc1ccccc1-2 |
| 10% | -14% | -11% | CCn1c(C(=O)OC)cc2c1ccn2-c1ccc(F)cc1 |
| 6% | -11% | 6% | Cc1cc2c(=O)n(CC(=O)NCC(=O)N3CCN(Cc4ccccc4)CC3)cnc2s1 |
| · | -3% | -11% | Cc1cc(Cl)ccc1NC(=O)CN(c1ccccc1Br)S(C)(=O)=O |
| 7% | -4% | -2% | Cc1ccsc1C(=O)Nc1ccc(C(=O)O)cc1 |
| -1% | 2% | 1% | O=C(NC(Cc1ccccc1)C(=O)O)/C(=C\c1ccccc1)NC(=O)c1ccco1 (stereo not drawn) |
| · | -15% | -23% | CCOc1ccc(C2=CC(c3cc(Br)ccc3F)n3ncnc3N2)cc1Cl (stereo not drawn) |
| -6% | 1% | 11% | COc1ccc(NC(=O)CN(C)C(=O)c2ccc3ccccc3c2)cc1 |
| 2% | 0% | 15% | CCN(C(=O)c1cc2c(=O)[nH]c3ccc(C)cc3c2s1)c1ccc(F)cc1 |
| 14% | -2% | 5% | O=C(NC(=O)c1ccccc1O)c1ccc(C(F)(F)F)cc1 |
| -2% | -1% | -3% | O=C(O)CNC(=S)N(Cc1ccccc1Cl)C1CCCCC1 |
| -3% | 2% | 8% | COc1ccc(CC(=O)NCc2ccc(Cl)cc2)cc1S(=O)(=O)N1CCOCC1 |
| -21% | 2% | -1% | OC(COc1ccccc1)CN1CCC(Cc2ccccc2)CC1 (stereo not drawn) |
| 5% | -7% | 3% | O=C(/C=C/c1ccco1)Nc1ccc2nn(-c3ccccc3)nc2c1 |
| 11% | -9% | -18% | CN(C)S(=O)(=O)c1cc(NC(=O)CN2CCCc3ccccc32)ccc1Cl |
| · | -6% | -18% | Cc1cccc(CN2CCN(CC(=O)NCc3ccc(Cl)cc3)C2=O)c1 |
| · | -6% | 9% | Cc1ccc(NC(=O)N2CCc3cc(S(=O)(=O)N4CCC(C)CC4)ccc32)cc1C |
| · | -4% | -18% | COc1ccc(NC(=O)COC(=O)CC2CCCC2)cc1 |
| -4% | -5% | -5% | O=C(CCNC(=O)c1ccccc1Cl)NCCc1ccc(C(F)(F)F)cc1 |
| -9% | -5% | -10% | CCOc1ccc(N(Cc2ccc(OC)cc2)C(=O)c2ccco2)cc1 |
| -13% | 17% | 2% | COc1ccc(NC(=O)NNC(=O)c2cc(C3CC3)nc3ccccc23)c(OC)c1 |
| 10% | -4% | 4% | CC(=O)N(CCC1(C(C)C)CCOC(C)(C)C1)C(C)c1cccs1 (stereo not drawn) |
| · | -10% | -21% | COc1cccc(-c2nc3c(C#N)c[nH]n3c2NC2CCCC2)c1OC |
| -3% | -1% | -19% | COc1ccc(NC(=O)c2sc3nc(C)nc(N4CCN(c5ccccn5)CC4)c3c2C)c(OC)c1 |
| -4% | 4% | 5% | CCOC(=O)C1CCN(C(=O)Nc2ccc(OC)c(OC)c2)CC1 |
| -5% | -4% | · | Cc1ccc(C(c2nnnn2C(C)(C)C)N2CCc3ccccc3C2)cc1 (stereo not drawn) |

Pulled one by one from the entries so far:
| N370S GC mod | GCN5L2 inh | FEN1 inhibitor | structure |
| --- | --- | --- | --- |
| 2% | 0% | 15% | CCN(C(=O)c1cc2c(=O)[nH]c3ccc(C)cc3c2s1)c1ccc(F)cc1 |
| -1% | 0% | 9% | COc1ccc(C)cc1S(=O)(=O)N(C)CC(=O)N1CCN(C)CC1 |
| -13% | 17% | 2% | COc1ccc(NC(=O)NNC(=O)c2cc(C3CC3)nc3ccccc23)c(OC)c1 |
| · | -10% | -21% | COc1cccc(-c2nc3c(C#N)c[nH]n3c2NC2CCCC2)c1OC |
| -3% | 2% | 8% | COc1ccc(CC(=O)NCc2ccc(Cl)cc2)cc1S(=O)(=O)N1CCOCC1 |
| -20% | -3% | -1% | COc1ccc(/C=N/Nc2nc(-c3ccc(Cl)cc3)cc(C(F)(F)F)n2)c(OC)c1 |
| -1% | 2% | 1% | O=C(NC(Cc1ccccc1)C(=O)O)/C(=C\c1ccccc1)NC(=O)c1ccco1 (stereo not drawn) |

Following part.
| N370S GC mod | GCN5L2 inh | FEN1 inhibitor | structure |
| --- | --- | --- | --- |
| -8% | ? | -5% | CC(=O)N1CCCC(C(=O)c2ccc3c4c(cccc24)CC3)C1 (stereo not drawn) |
| 1% | 2% | -6% | COc1ccc(C(=O)NNC(=O)CSc2nnc(COc3ccccc3)n2C)cc1 |
| -7% | -16% | -2% | COc1ccccc1/C=C/C(=O)c1ccc(NC(C)=O)cc1 |
| 12% | -26% | -10% | CCc1cc2c(SCC(=O)c3cccs3)ncnc2s1 |
| ? | -7% | 6% | CCOC(=O)C1=C(C)NC(=O)C1(NC(=O)c1cccnc1)C(F)(F)F (stereo not drawn) |
| · | 1% | 3% | CCOc1ccc(NC(=O)C(CC)n2c(=O)c(-c3ccccc3NC(C)=O)nc3ccccc32)cc1 (stereo not drawn) |
| · | -9% | -4% | Cc1ccc2c(=O)cc(C(=O)Nc3nnc(CC(C)C)s3)oc2c1C |
| · | -3% | -8% | COc1ccc(C2c3c(-c4ccccc4O)n[nH]c3C(=O)N2CCc2ccccc2)cc1 (stereo not drawn) |
| · | 15% | -3% | Cc1c(C(=O)N2CCC(C(=O)Nc3ccc(F)cc3)CC2)sc2nc[nH]c(=O)c12 |
| · | 1% | -14% | CCC1CN(C(=O)Nc2ccc(C(=O)O)cc2)c2cc(Cl)ccc2O1 (stereo not drawn) |
| 2% | -3% | -7% | COc1ccc(-c2cc(C(F)(F)F)nc(SCC(=O)N3CC(C)OC(C)C3)n2)cc1OC (stereo not drawn) |
| 19% | -7% | -5% | CN(CC#CCC(c1ccccc1)c1ccccc1)C(C)(C)C |
| · | -1% | -3% | CCOC(=O)c1sc2ncn(CC(=O)Nc3ccc(N(C)C)cc3)c(=O)c2c1C |
| -2%[2.35 µM] | 0% | 9% | CCCN(Cc1ccccc1)S(=O)(=O)c1ccc(N2C(=O)CCC2=O)cc1 |
| -3% | -17% | 14% | O=C(COc1ccc(-n2cnnn2)cc1)Nc1ccccc1Cl |
| 15% | -2%&-6% | 4%&15% | CCOC(=O)C1CCN(C(=O)Cn2nc(C)n3c(cc4cc(C)ccc43)c2=O)CC1 |
| 2% | 1% | -1% | CCC(C)C(NC(=O)C(C)NC(=O)CNC(=O)CNC(=O)OCc1ccccc1)C(=O)OC (stereo not drawn) |
| -5% | -12% | 1% | Cc1cc(C)cc(N(C(C)C(=O)N2CCCC2)S(C)(=O)=O)c1 (stereo not drawn) |
| -3% | -10% | -14% | Cc1ccsc1C(=O)NNC(=O)c1ccc(NS(=O)(=O)c2cccs2)cc1 |
| 15% | -6% | -8% | Cc1cc(C(=O)OCC(=O)NCc2cccs2)c2ccccc2n1 |
| 3% | -24% | 1% | CCc1ccc(NC(=O)C2CCN(S(=O)(=O)c3cnc[nH]3)CC2)cc1 |
| -3% | 1% | -5% | COc1ccc(OCC(=O)NNC(=O)c2nn(C)c(=O)c3ccccc23)cc1 |
| -9% | 1% | 6% | Cc1ccc(NC(=O)[C@H](Cc2c[nH]c3ccccc23)NC(=O)[C@@H]2Cc3ccccc3CN2)c(C)c1 |
| 11% | -17% | 2% | CN(c1ccccc1)S(=O)(=O)c1nnc(NC(=O)COc2ccccc2F)s1 |
| -7% | 5% | -2% | O=C(CN1CCC(c2nc3ccccc3[nH]2)CC1)NCc1ccc2c(c1)OCO2 |
| 0% | -2% | 5% | Cc1ccc(S(=O)(=O)NCC2CCCO2)cc1[N+](=O)[O-] (stereo not drawn) |
| 3% | 0% | 0% | O=C(Nc1ccnn1C1CCN(Cc2ccc(CO)o2)CC1)c1ccccc1Cl |
| -24% | -6% | -2% | COc1ccc(CCN2C(=O)C(O)=C(C(=O)c3ccco3)C2c2cccs2)cc1OC (stereo not drawn) |
| -4% | -3% | -8% | O=C(c1cc(-c2cccc(Cl)c2)nc2ccccc12)N1CCCC1 |
| 10% | -6% | -14% | Cc1cc(C)n(-c2ccc(Cl)c(Cl)c2)n1 |
| · | 2% | 10% | COc1cc(NC(=O)c2cc(-c3cccc(Cl)c3)on2)c(OC)cc1Cl |
| 1% | 0% | -1% | Cc1cnc(C(=O)NCc2ccc(Cl)cc2Cl)cn1 |
| · | -1% | 11% | COc1ccc(-c2cc(C(C)=O)c(C)n2CCC(=O)NC2CCCCC2)cc1 |
| 1% | -5% | 1% | Cc1ccc(S(=O)(=O)N(CC(=O)NCc2ccco2)c2ccccc2C)cc1 |
| -6% | -2% | -4% | CC(=O)Nc1ccc(C2=NNC(=NCC3CCCO3)SC2)cc1 (stereo not drawn) |
| · | 6% | -3% | CC(C)CNc1ncnc2c1nnn2C |
| · | 1% | 12% | Cc1ccc(OC(C)C(=O)Nc2nonc2-c2ccc(Br)cc2)cc1C (stereo not drawn) |
| 14% | -8% | -16% | CN(CCC#N)C(=O)COC(=O)c1ccc2[nH]c3c(c2c1)CCCC3 |
